Screening results deposited in PubChem BioAssay by Sanford-Burnham Center for Chemical Genomics.
ER stress death: ER stress cell death inhibition; CSM14.1 thapsigargin ER stress survival, ATP luminescence; actives 0.33% (n = 48,000); relative survival (cellular ATP), % at 15 µg/mL (by protocol); AID 1010;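 active = survival measured by cellular ATP above 50% at 15 µg/ml in the first screen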;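 note: cell death triggered by about 15 µM thapsigargin; ATP read 24 h after thapsigargin was added; plate controls were thapsigargin with DMSO for no effect and DMSO without thapsigargin for full effect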
* marks the source's active call; other numbers are inactive results.

Structure,ER stress death
CCC1(C(=O)OCC(=O)c2ccc(Br)cc2)CCCCC1,0
CCOC(=O)CNS(=O)(=O)c1ccc(F)cc1,12
Cc1cc(C)nc(SCc2ccccc2Cl)n1,0
O=C(Nc1ccc(/C=C/c2ccccc2)cc1)c1ccccc1[N+](=O)[O-],-4
O=C(c1ccccc1Cl)N1CCN(c2ccccn2)CC1,9
CCOC(=O)/C(C#N)=C\c1ccc(F)cc1,0
C(=N\N=C(\Cc1nc2ccccc2[nH]1)c1ccccc1)/c1cccs1,-7
N#C/C(=C(/O)CN1C(=O)c2ccccc2C1=O)c1nc2ccccc2[nH]1,0
Cc1ccc(N2C(=O)C3C4C=CC(O4)C3C2=O)c(C)c1 (stereo unspecified),-5
O=S(=O)(c1cccs1)N1CCN(Cc2ccc3c(c2)OCO3)CC1,-2
COc1ccc(CNCc2ccc(Cl)cc2)cc1OC,-10
O=C(Oc1ccc(S(=O)(=O)c2ccc(OC(=O)c3ccncc3)cc2)cc1)c1ccncc1,2
O=C(Cn1cnc2ccccc21)N=Nc1c(O)[nH]c2ccccc12,10
CN1CCc2c(sc3nc(SCC(=O)c4ccccc4)nc(N)c23)C1,-5
COc1ccc2oc(C)c(C(C)=O)c2c1,-1
Cc1ccccc1NCN1C(=O)S/C(=C/C=C/c2ccccc2)C1=O,8
NC(=O)c1ccc(CN2CCC(Cc3ccccc3)CC2)cc1,-6
COc1cccc(-c2ncnn2-c2ccc(C)c(Cl)c2)c1OC,1
COc1cc(/C=C2\SC(=O)NC2=O)cc(OC)c1,8
CCc1c(C)sc(NC(=O)c2cccs2)c1C(=O)OC,6

Later entries.
Structure,ER stress death
CC(=O)OC(c1c(F)c(F)c(F)c(F)c1F)c1c(F)c(F)c(F)c(F)c1F,1
CC1=C(C(=O)OCCOc2ccccc2)Sc2ccccc2N1,0
O=C(/C=C/c1ccco1)c1cccs1,10
C/C(=N\N=C1\NC(=O)C(CC(=O)Nc2ccc(Cl)c(Cl)c2)S1)c1ccco1 (stereo unspecified),7
O=C(Nc1ccc(-c2nc3ccccc3s2)c(O)c1)c1ccc2c(c1)OCCO2,-9
O=C(COc1ccccc1Cl)N1CCN(c2ccc([N+](=O)[O-])cc2)CC1,-4
O=C1c2ccccc2C(=O)C12OC(c1ccc(Br)cc1)C1(C(=O)c3ccccc3C1=O)C2c1ccc(F)cc1 (stereo unspecified),4
O=C(c1ccc(Cl)c(Cl)c1)N1CCN(c2ccccc2)CC1,2
COc1cc(/C=c2\sc3nc4ccccc4n3c2=O)ccc1OCCOc1ccccc1,-1
CCN(CC)c1ccc(/C=C2\C(=O)NC(=O)N(c3cccc(C)c3)C2=O)c(OC)c1,4
FC(F)(F)c1cc(/C=C/c2ccccc2)n[nH]1,-5
Cn1c(-c2ccc(-c3nc4cnccc4n3C)cc2)nc2cnccc21,7
c1coc(CNc2ncnc3c2oc2ccccc23)c1,6
O=C(NCCCNc1ccc([N+](=O)[O-])cc1)c1ccccc1F,1
O=C1N=c2ccccc2=C1c1c(O)n(-c2ccc(Cl)c(Cl)c2)[nH]c1=O,15
COc1ccc(OC)c(NC(=O)C(=O)NNS(=O)(=O)c2ccccc2)c1,-1
O=C(COc1ccc(Br)cc1)Nc1ccc([N+](=O)[O-])cc1,2
Cc1ccc(-c2noc(COc3ccccc3C)n2)cc1,2
O=C(/C=C/c1ccccc1)NC(=S)Nc1cccc(-c2nc3ncccc3o2)c1,8
COC(=O)C1=C(C)NC2=C(C(=O)CC(C)(C)C2)C1c1ccc(OCc2ccccc2Cl)c(OC)c1 (stereo unspecified),9

More compounds.
Structure,ER stress death
CCc1ccc(NC(=O)C2CCCCC2C(=O)O)cc1 (stereo unspecified),6
CCc1nnc(NS(=O)(=O)c2ccc(NS(=O)(=O)c3ccc(C)cc3)cc2)s1,3
CCCCOC(=O)c1ccc(NC(=O)c2cc([N+](=O)[O-])ccc2Br)cc1,8
O=C1CC(N2CCN(Cc3ccccc3)CC2)C(=O)N1c1cccc(Cl)c1 (stereo unspecified),2
N/C(=N\OC(=O)c1ccccc1[N+](=O)[O-])c1ccc(Cl)cc1,5
CCCCNC(=O)NC1C(NC(=O)NCCCC)N(C)C(=O)N1C (stereo unspecified),-3
O=C1/C(=C\c2ccc3c(c2)OCO3)N=C(c2ccccc2)N1c1ccc(F)cc1,6
Cc1c(OCc2ccccc2F)ccc2c3c(c(=O)oc12)CCC3,12
COc1cccc(/C=C2\SC(N3CCCC3)=NC2=O)c1,-2
CC(C)(C)OC(=O)N1N=C(c2ccc(Br)cc2)CC1(O)C(F)(F)F (stereo unspecified),2
O=C(Nc1ccc2c(c1)OCO2)c1ccc(Cl)cc1[N+](=O)[O-],0
O=C(CCC1CCCC1)Nc1cc(Cl)ccc1Cl,4
COC(=O)c1ccc(/C=C2/C(=O)NN(c3ccc(C)cc3)C2=O)cc1,7
CC(=O)N(Cc1ccc2c(c1)OCO2)C1CC(=O)N(c2cccc(Cl)c2)C1=O (stereo unspecified),0
O=C(O)c1ccc(S(=O)(=O)c2ccc3c(c2)C(=O)N(NC(=O)c2ccco2)C3=O)cc1,-2
CCOc1ccc(S(=O)(=O)N(CC(=O)Nc2ccc(C(C)=O)cc2)c2ccc(C)cc2)cc1,2
O=C(O)C(Cc1ccccc1)N1C(=O)/C(=C/c2cccc([N+](=O)[O-])c2)SC1=S (stereo unspecified),1
Cc1ccc(C(C)C)c(OCCNS(C)(=O)=O)c1,10
CCOc1cc(C=NN2CCN(Cc3ccccc3)CC2)ccc1O,14
CN1C2C=C(N(CCc3c[nH]c4ccccc34)C(=O)c3ccc(Cl)cc3)CC1CC2 (stereo unspecified),-3

Further structures follow.
Structure,ER stress death
CCOC(=O)C1=C(C)N=c2s/c(=C\c3cccs3)c(=O)n2C1c1ccc(SC)cc1 (stereo unspecified),2
C=CCn1c(=N)n(CC(O)c2ccc(OCC)cc2)c2ccccc21 (stereo unspecified),-8
O=C(CSCc1cccc(Br)c1)NC1CCCCC1,-2
CCOc1ccc2nc(SC3CC(=O)N(c4ccc(C)cc4C)C3=O)sc2c1 (stereo unspecified),4
O=C(COc1ccc(Br)cc1)Nc1ccc2c(c1)oc1ccccc12,2
O=C(CN1C(=O)c2ccccc2C1=O)Nc1cc([N+](=O)[O-])ccc1Cl,4
Cc1ccc2oc(-c3ccc(NC(=O)c4cc5ccccc5o4)cc3O)nc2c1,1
COc1ccc(CC(=O)NNC(=O)c2ccccc2Cl)cc1OC,5
CCOC(=O)c1c(-c2ccc(Cl)cc2)csc1NC(=O)COc1ccc(OC)cc1,2
N#C/C(=N\Nc1ccc(F)cc1)C(=N)N1CCCCC1,-6
Cc1ccc2c(c1)c1c3n2CCN(C(C)c2ccccc2)C3CCC1 (stereo unspecified),4
O=C(Nc1cccc(C(F)(F)F)c1)c1ccc(C(=O)c2ccccc2)o1,10
O=C(Nc1ccc2oc(-c3ccccc3)nc2c1)c1ccccc1I,2
O=S(=O)(O)c1cccc2cccc(Nc3ccccc3)c12,8
COc1ccc(NC(=O)c2ccccc2O)cc1Cl,1
CC1=C(C)CC(C(=O)Nc2ccc(C(N)=O)cc2)C(C(=O)O)C1 (stereo unspecified),5
Cc1cc(NC(=O)c2cccc([N+](=O)[O-])c2)ccc1-c1cc2ccccc2oc1=O,-5
COc1ccc(S(=O)(=O)NCc2ccccc2C)cc1OC,15
O=C(N/N=C\c1cc(Cc2ccccc2Cl)ccc1O)c1cncc(Br)c1,5
CCc1ccc(O)c(N=Cc2cc(Br)cc(Br)c2O)c1,0

The list continues.
smiles,ER stress death
Cc1cc(NC(=O)c2ccc(Br)cc2)ccc1NC(=O)c1ccccc1,4
COc1ccc(C(=O)Nc2cccc(C(=O)Nc3cccc(Cl)c3)c2)cc1,1
Brc1ccc(-c2cn3c(n2)SCC3)cc1,-6
O=C1/C(=C/c2ccc(-c3cc(Cl)ccc3Cl)o2)SC(=S)N1Cc1ccco1,7
O=C(CSc1nnc(-c2cccc(Cl)c2)n1-c1ccccc1)c1cccc([N+](=O)[O-])c1,0
COc1ccc(OC)c(/C=C/C(=O)NCCc2nc3ccccc3[nH]2)c1,-4
COc1ccc(C(=O)CN2CCN(C(=O)C3CC3)CC2)cc1,3
O=C(CCCN1C(=O)/C(=C\c2cccs2)SC1=S)Nc1nccs1,-4
Cc1ccc(NC(=O)C(=O)NCc2ccc3c(c2)OCO3)cc1,14
CCOC(=O)c1c(NC(=O)c2cccc(C)c2)sc(C(=O)Nc2ccccc2F)c1C,-2

Following part.
smiles,ER stress death
O=C1CSC(c2ccc([N+](=O)[O-])cc2)N1c1cccc(Cl)c1 (stereo unspecified),-8
CSc1nsc(SC)c1NC(=O)OCC1([N+](=O)[O-])COC(C)(C)OC1,4
CCOC(=O)c1c(C)oc2cc(Br)c(O)c(C=O)c12,1
Cc1ccc(S(=O)(=O)N/N=C/c2ccccc2OS(=O)(=O)c2ccc([N+](=O)[O-])cc2)cc1,2
COc1ccc(C(=O)C=C(Cl)Cl)cc1,-15
COc1ccccc1C1C(C(=O)OCCc2ccccc2)=C(C)NC2=C1C(=O)CCC2 (stereo unspecified),5
Cc1cc(C)cc(N2C(=O)NC(=O)/C(=C\c3ccc(Cl)cc3)C2=O)c1,4
Cc1ccc2oc(-c3ccc(NC(=O)c4cc5ccccc5o4)cc3)nc2c1,4
CCOc1ccc(CN2CCN(C(=O)CC(C)C)CC2)cc1,2
CS(=O)(=O)N(Cc1ccccc1)c1ccc(C(=O)N2CCc3ccccc3C2)cc1,11

Following part:
smiles,ER stress death
CC1=CCC2C(=O)N(c3cccc([N+](=O)[O-])c3)C(=O)C2C1 (stereo unspecified),2
Cc1ccc(NC(=O)C2CC(=O)N(c3ccc(F)cc3)C2)c(C)c1 (stereo unspecified),-4
O=C(O/N=C1/CCCc2c1sc1nc3n(c(=O)c21)CCCCC3)c1ccc([N+](=O)[O-])cc1,2
COc1cc(/C=C2/SC(=S)NC2=O)cc(Cl)c1OCc1cccc2ccccc12,-3
CCNC(=S)Nc1ccc(C(=O)O)cc1,-5
Cc1[nH]c2ccc(Br)cc2c1CC(=O)NNS(=O)(=O)c1ccccc1,2
CCCN(CCC)CN1C(=O)S/C(=C/c2ccc(C)cc2)C1=O,-21
Cc1cccc(NC(=O)C(=O)NNC(=O)c2ccc(C(C)(C)C)cc2)c1,3
COCCCNC(=O)CN(c1cccc(C(F)(F)F)c1)S(C)(=O)=O,6
CC(=O)NNc1nc(-c2ccccc2)c2cc(Cl)ccc2n1,-3

Of the compounds above, 11 have a furan ring, fused or not:
smiles,ER stress death
COc1ccc2oc(C)c(C(C)=O)c2c1,-1
O=C(/C=C/c1ccco1)c1cccs1,10
C/C(=N\N=C1\NC(=O)C(CC(=O)Nc2ccc(Cl)c(Cl)c2)S1)c1ccco1 (stereo unspecified),7
c1coc(CNc2ncnc3c2oc2ccccc23)c1,6
O=C(O)c1ccc(S(=O)(=O)c2ccc3c(c2)C(=O)N(NC(=O)c2ccco2)C3=O)cc1,-2
O=C(COc1ccc(Br)cc1)Nc1ccc2c(c1)oc1ccccc12,2
Cc1ccc2oc(-c3ccc(NC(=O)c4cc5ccccc5o4)cc3O)nc2c1,1
O=C(Nc1cccc(C(F)(F)F)c1)c1ccc(C(=O)c2ccccc2)o1,10
O=C1/C(=C/c2ccc(-c3cc(Cl)ccc3Cl)o2)SC(=S)N1Cc1ccco1,7
CCOC(=O)c1c(C)oc2cc(Br)c(O)c(C=O)c12,1
Cc1ccc2oc(-c3ccc(NC(=O)c4cc5ccccc5o4)cc3)nc2c1,4

New compounds follow.
smiles,ER stress death
C=CCOc1ccc(Cl)cc1/C=C1/C(=O)NN(c2ccccc2)C1=O,2
C/C(=N\NC(=O)C1CC1)c1cccnc1,4
Nc1nonc1-c1nc2ccccc2n1CC(=O)N/N=C\c1ccccc1OCC(=O)O,1
COC(=O)c1ccccc1NC(=O)CN(c1ccc(C)c(Cl)c1)S(C)(=O)=O,4
CCCC(=O)Nc1cccc(NC(=O)c2ccc(OC)c(Br)c2)c1,-4
O=C(NCCc1ccc(Cl)cc1)C(=O)Nc1ccccc1,3
COc1ccc(S(=O)(=O)N(CC(=O)Nc2cc(Cl)ccc2OC)Cc2ccccc2)cc1,10
O=C(CN(CCc1ccccc1)S(=O)(=O)c1ccc(Cl)cc1)NC1CCCC1,-3
CN(c1ccc(C(=O)Nc2cc(Cl)ccc2Cl)cc1)S(=O)(=O)c1ccccc1,6
Cc1ccc(/C=N\N2CCN(c3ccccc3)CC2)cc1,13

Following part:
smiles,ER stress death
COc1cc(/C=C2\SC(=Nc3ccccc3)N(c3ccccc3)C2=O)cc(Br)c1OC,10
COc1ccccc1Nc1nc(Nc2ccccc2OC)nc(N2CCOCC2)n1,-3
O=C1c2ccccc2C(=O)c2c1c(O)c1ccccc1c2Nc1ccccc1,17
O=C(NN1CCOCC1)c1ccc(Cl)cc1Cl,10
O=C1OC(c2ccccc2F)=N/C1=C\c1ccc2c(c1)OCO2,-3
O=C1CCCc2c1[nH]c1c(Br)cccc21,-2
CC(Oc1cccc(Cl)c1)C(=O)NCc1ccco1 (stereo unspecified),-2
CCOC(=O)c1cc(Br)c(Cl)cc1[N+](=O)[O-],15
Cc1cc(C)cc(N2C(=O)NC(=O)/C(=C\c3ccc(Br)s3)C2=O)c1,9
O=C1/C(=C/c2ccc(Br)o2)SC(=S)N1c1ccc([N+](=O)[O-])cc1,8

3 structures already listed, arranged by heavy-atom count, rising:
smiles,ER stress death
O=C1OC(c2ccccc2F)=N/C1=C\c1ccc2c(c1)OCO2,-3
O=C1c2ccccc2C(=O)c2c1c(O)c1ccccc1c2Nc1ccccc1,17
COc1cc(/C=C2\SC(=Nc3ccccc3)N(c3ccccc3)C2=O)cc(Br)c1OC,10

(further entries)
smiles,ER stress death
CCCC(=O)N1CCN(c2cc(N3CCCCC3)c(F)cc2[N+](=O)[O-])CC1,-10
Cc1cc(C)cc(N=CC2=C(O)CC(c3ccccc3)CC2=O)c1 (stereo unspecified),5
CCOC(=O)c1sc(NC(=O)C2c3ccccc3Oc3ccccc32)c(C(N)=O)c1C,3
Cc1ccc(NC(=O)COc2ccc3ccccc3c2)c(C)c1,0
Cc1ccccc1CNC(=O)c1cccc(Cl)c1,7

These rows are one share of the data. The share of hits here may be higher or lower than overall.
